Screening data deposited in PubChem by several laboratories.
Wee1 stabilizer = Wee1 degradation inhibitors, primary screen, cell-based, HeLa, Wee1K328M-luciferase, luminescence; Wee1-like protein kinase (Homo sapiens), P30291; HeLa Luc-Wee1K328M stability; 100% = proteasome inhibitor MG132 effect; reporter increase, % at 5 µM; 1.2% of 220,000 active; AID 1321, 2008;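 active = activation above the mean of all tested compounds plus 3 SD, set per screening run, cut at about 8.8% in these data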;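 also: cells exposed to compound for 20 h before luminescence read; 0% = DMSO alone and 100% = MG132 at 30 µM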
Thrombin inh = human alpha-thrombin inhibitors, primary screen, counter-screen for coagulation protease inhibitor project, biochemical, 1536-well, fluorogenic AMC substrate | Prothrombin (Homo sapiens), P00734 | Boc-VPR-AMC fluorogenic substrate cleavage | inhibition, % at 5 µM | 0.26% of 220,000 active | AID 1046, 2008;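 active = inhibition at or above 40%; inactive = inhibition below 40%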;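 also: 0% = enzyme with no compound and 100% = wells without enzyme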
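Material: human alpha-thrombin protein. Incubation: reaction at ambient temperature. Technique: fluorescence of released AMC, ex 355 nm, em 460 nm. Control set: no-compound enzyme wells and no-enzyme blanks. Also added: Boc-VPR-AMC substrate, 15 µM final. Buffer or medium: pH 7.5 Tris (50 mM) with NaCl 150 mM, Tween 20 0.05%.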
FXIa inh = human FXIa protease inhibitors, primary screen, biochemical, 1536-well; 0.14% of 220,000 active; inhibition, % at 5 µM; purified FXIa, Boc-Glu-Ala-Arg-AMC fluorogenic substrate; AID 798, 2007; Coagulation factor XI (Homo sapiens), P03951;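 active = inhibition of at least 40%; inactive = inhibition below 40%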;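 also: fluorescence of freed AMC excited at 355 nm; 0% = enzyme without compound and 100% = no enzyme blank; many of its hits are not listed in these tables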
hK5 inh = human KLK5 protease inhibitors, primary screen, biochemical, 1536-well | inhibition, % at 5 µM | 0.59% of 210,000 active | recombinant hK5, fluorogenic AMC substrate cleavage | Kallikrein-5 (Homo sapiens), Q9Y337;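 active = inhibition of 40% or more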;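 also: 0% = enzyme controls without compound and 100% = no-enzyme blanks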
Target sequence (Q9Y337 67-293 limits assumed): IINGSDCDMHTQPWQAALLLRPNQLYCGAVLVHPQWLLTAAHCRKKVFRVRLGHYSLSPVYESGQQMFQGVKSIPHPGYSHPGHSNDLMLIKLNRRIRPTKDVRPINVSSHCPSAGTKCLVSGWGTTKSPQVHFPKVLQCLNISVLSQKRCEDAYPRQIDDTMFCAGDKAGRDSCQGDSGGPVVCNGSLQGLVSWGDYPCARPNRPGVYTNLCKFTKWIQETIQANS
p97 ATPase inh = inhibitors of human p97 ATPase, primary screen, biochemical | Transitional endoplasmic reticulum ATPase (Homo sapiens), P55072 | recombinant p97 ATPase, Kinase-Glo ATP luminescence, 3 h | inhibition, % at 8 µM | 0.42% of 220,000 active | AID 1481, 2009; in the data active = inhibition above about 15%;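 also: 0% = DMSO vehicle and 100% = wells lacking enzyme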
FXIIa inh = human FXIIa protease inhibitors, primary screen, biochemical, 1536-well; purified FXIIa, Boc-QGR-AMC fluorogenic substrate, 2 h; AID 800, 2007; inhibition, % at 5 µM; Coagulation factor XII (Homo sapiens), P00748; 0.3% of 220,000 active; in the data active = inhibition above about 40%;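 also: 0% = enzyme with no compound and 100% = blank without enzyme; many of its hits are not listed in these tables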
Target sequence (P00748 20-372 limits assumed): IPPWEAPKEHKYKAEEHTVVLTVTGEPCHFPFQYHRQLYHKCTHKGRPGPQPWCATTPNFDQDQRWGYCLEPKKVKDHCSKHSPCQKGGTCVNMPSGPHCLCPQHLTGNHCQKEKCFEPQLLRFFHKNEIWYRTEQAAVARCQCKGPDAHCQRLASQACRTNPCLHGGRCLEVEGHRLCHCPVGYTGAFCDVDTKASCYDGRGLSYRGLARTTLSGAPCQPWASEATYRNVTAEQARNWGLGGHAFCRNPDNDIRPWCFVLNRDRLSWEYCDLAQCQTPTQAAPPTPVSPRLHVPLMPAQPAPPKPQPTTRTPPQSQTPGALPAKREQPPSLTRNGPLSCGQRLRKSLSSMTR
Target sequence (P00748 373-615 limits assumed): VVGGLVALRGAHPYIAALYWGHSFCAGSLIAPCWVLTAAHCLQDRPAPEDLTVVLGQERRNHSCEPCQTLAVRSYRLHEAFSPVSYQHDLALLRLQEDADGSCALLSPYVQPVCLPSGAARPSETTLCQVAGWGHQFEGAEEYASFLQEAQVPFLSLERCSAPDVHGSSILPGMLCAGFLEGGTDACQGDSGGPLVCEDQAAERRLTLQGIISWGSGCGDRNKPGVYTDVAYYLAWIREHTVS
KCC2 mod = KCC2 cotransporter modulators, thallium flux, primary screen, cell-based, HEK293 KCC2, FluoZin-2 fluorescence, MLSMR | B-score of Tl+ flux slope (higher = more flux/activation; lower = inhibition) at 10 µM | KCC2 cells, thallium flux FluoZin-2 fluorescence | 2.2% of 190,000 active;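 active = thallium flux slope and its plate-corrected score both differing from the plate sample mean at a set confidence after two filtering rounds, in either direction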;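 also: slope of fluorescence scaled to starting intensity during 10 to 20 s after thallium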
PERK inhibitor = block of dimerizer-induced PERK translation repression, primary screen, PERK inhibitor project, CHO PERK-DD cells, SEAP luminescence, HTS. Eukaryotic translation initiation factor 2-alpha kinase 3 (Homo sapiens), Q9NZJ5. CHO PERK-DD fusion, SEAP luminescence translation reporter. inhibition, % at 5.6 µM. 0.17% of 220,000 active. AID 1416, 2008;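 active = inhibition above the mean inhibition of all tested compounds plus 3 SD, set separately per screening campaign, cut at about 2.9% in these data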;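 also: PERK kinase domain activated by AP20187 dimerizer at 100 nM; 0% = DMSO with dimerizer and 100% = rapamycin at 8.4 µM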
Furin inh = human furin inhibitors, primary screen, biochemical, fluorescence intensity; P09958; purified furin, fluorogenic substrate cleavage; inhibition, % at 30 µM; 0.061% of 220,000 active; AID 463115, 2010; in the data active = inhibition above about 25%; also: inactives centre near -15
* marks the source's active call; other numbers are inactive results; · = not tested or not shown; [ ] = dose if it differs, or a comment.

Under each structure – Wee1 stabilizer	Thrombin inh	FXIa inh	hK5 inh	p97 ATPase inh	FXIIa inh	KCC2 mod	PERK inhibitor	Furin inh
O=C(Nc1ccc(OC(F)(F)F)cc1)Oc1ccccc1N1CCCCC1
 : 5	-7	-4	-4	2	5	0.14	1.6	-14
CCCCC(=O)Nc1ccc(NC(=O)c2ccc3c(c2)OCO3)cc1OC
 : 0	-10	-4	-10	0	2	-1.2	-0.9	-16[20 µM]
COC(=O)c1ccc(NC(=O)CSc2nc(=O)cc(N)n2-c2ccccc2)cc1
 : 0	-2	14	-2	-1	7	-0.11	1.2	-10
c1ccc2oc(-c3[nH]ncc3CN3CCSCC3)cc2c1
 : 0	1	4	·	-2	10	0.18	0.3	-26
COc1ccc(OC)c(C(=O)c2coc3ccc(O)cc23)c1
 : 1	1	4	-6	8	5	-0.052	0.1	-28
CC1(C)CC(=O)C2=C(C1)N(N1CCOCC1)C(N)=C(C#N)C2c1cccs1 (stereo unspecified)
 : 1	-3	5	-15	8	14	-1.6	0.2	-7
Cc1cc(C)cc(NC(=S)N2CCN(c3ncccn3)CC2)c1
 : -3	-5	4	13	3	8	0.34	0.6	-12
N#CCC(=O)N/N=C/c1cccc(Oc2ccccc2)c1
 : -3	-1	0	-1	2	7	0.044	2.0	-17
CCOC(=O)C1CCN(c2c(NCCCN(C)C3CCCCC3)c(=O)c2=O)CC1
 : -1	0	6	-3	4	13	-0.48	1.3	-26
CCn1c(CNC(=O)c2cccs2)nnc1SCC(=O)NCCc1ccccc1
 : -4	-3	1	-4	3	9	-0.24	0.1	-15[20 µM]
O=C(Nc1sc2c(c1C(=O)O)CCC2)c1ccc(F)cc1
 : 4	-2	-2	-1	2	10	-0.55	0.3	-13
C/C=C(\C)C(=O)NCCN1C2=NC[C@@H](C)N2C[C@@H]1Cc1ccc(OC)cc1
 : 2	-4	-2	1	5	8	1.1	0.8	-37
Cc1cccc(N2CCN(C(=O)CCCOc3ccccc3)CC2)c1C
 : 5	-4	3	0	-3	13	·	0.2	-6
OCCOCCNc1ncnc2c1cnn2-c1ccccc1
 : 0	-1	-6	4	0	15	0.87	1.2	-20
CCC(=O)Nc1ccc(N2CCCCC2)cc1
 : -3	-3	3	-4	-2	-4	-0.21	-0.4	-25[20 µM]
O=C(O)c1ccc(N2C(=O)CC(SC(=NCc3ccc4c(c3)OCO4)Nc3ccccc3)C2=O)cc1 (stereo unspecified)
 : -1	-8	-3	-2	3	0	-0.97	0.1	-12
COc1cc(NC(=O)CN2CCN(c3ccccc3F)CC2)cc(OC)c1
 : 0	-4	-2	9	4	8	0.12	0.2	-24
CCN(CC)S(=O)(=O)c1ccc2oc(C(=O)Nc3ccc(OC)cc3OC)c(C)c2c1
 : -3	-4	-4	5	-5	10	-0.69	-0.2	-2
Cc1nn(C)c(C)c1NC(=O)c1ccc(S(=O)(=O)N(C)C)cc1
 : 4	0	7	5	5	14	-0.69	1.3	-14[20 µM]
Cc1c(CC(Cl)(Cl)Cl)c2c(n1O)CC(C)(C)CC2=O
 : 5	-2	4	-9	-2	6	-0.34	0.5	-19
O=C(Oc1ccc(C(=S)N2CCCCC2)cc1)c1ccccc1
 : -4	-10	1	-1	1	5	0.48	0.0	2
CCc1nnc(NS(=O)(=O)c2ccc(NC(=O)c3cc4ccccc4oc3=O)cc2)s1
 : 3	14	4	16	-3	-2	-0.27	0.6	-7
COc1ccc(CC(=O)N/N=C/c2cccn2-c2ccc([N+](=O)[O-])cc2)cc1OC
 : -1	-13	-3	-6	5	6	-0.71	-0.5	-4
Cn1cc(S(=O)(=O)N2CCN(C(=O)c3ccco3)CC2)c(=O)n(C)c1=O
 : 0	-4	0	-2	-4	9	0.15	1.0	-18
Cn1c(N)c(C(=O)CSc2ncn[nH]2)c(=O)n(C)c1=O
 : 3	2	0	-1	9	5	-0.023	1.2	-13
COc1ccc(Br)cc1C(=O)N/N=C/c1ccc2c(c1)n(C)c(=O)n2C
 : 2	-13	-9	-20	-4	-12	0.076	-0.6	-12
COc1ccccc1CNc1nc2nc3c(c(=O)n2[nH]1)CCC3
 : 6	0	2	3	1	23	0.26	1.2	3
COc1ccc(OC)c(CNC(=O)c2cc(=O)[nH]c3ccc(S(=O)(=O)N4CCCC4)cc23)c1
 : -2	19	27	22	-6	14	-0.27	-0.1	-13
Cc1ccc(-c2csc3ncnc(SCC(=O)O)c23)cc1
 : 2	-2	1	0	5	10	-0.012	1.8	-13
Cc1ncsc1CCOC(=O)c1ccc(Cl)cc1
 : -1	1	-3	-16	-1	-3	0.34	0.5	-32
CCOC(=O)C1(Cc2ccccc2)CCN(Cc2cnn(C(C)C)c2)CC1
 : 6	0	0	·	-2	8	-0.95	0.4	-19
O=C(/C=C\c1ccc2c(c1)OCO2)NC1(C(=O)Nc2ccc3c(c2)OCCO3)CCCCC1
 : -2	-4	11	-22	-2	13	-1.5	-0.4	-3
COc1ccc(N2CCN(CC(=O)NC(=O)NC(C)(C)C)CC2)cc1
 : 4	1	4	-1	0	5	-0.34	0.1	-21
O=C1CCCc2oc3c(c21)CCCC3
 : 2	-13	-3	-11	0	9	0.4	0.7	-15
CC(=O)c1ccc(-n2cc(-c3ccc(C(C)(C)C)cc3)[n+]3c2SCCC3)cc1
 : 0	-8	-5	-2	5	2	-0.71	1.2	-27
COc1ccc(N(CC(=O)NC2CCCC2)C(=O)Cn2nnc(-c3ccc(C)cc3)n2)cc1
 : 0	-6	-3	-32	1	2	·	-0.1	-15[20 µM]
COc1ccc(C2C(C#N)=C(N)N(c3cccnc3)C3=C2C(=O)CC(C)(C)C3)cc1OC (stereo unspecified)
 : -2	2	14	-1	6	19	-1	-0.6	-14
COc1ccc(CCN=C2SCC(=O)N2Cc2ccccc2)cc1OC
 : 0	-5	-4	-1	3	7	-0.017	0.6	-24
CCN(CC)S(=O)(=O)c1ccc(OC)c(NC(=O)Cn2cnc3c2c(=O)n(C)c(=O)n3C)c1
 : -4	-13	-1	6	14	7	0.34	2.1	-25
CCN(CC)c1ccc(/C=N/Nc2nc(C)cc(C)n2)cc1
 : 1	-5	2	-5	1	8	-0.094	0.1	0
CCN(CC)S(=O)(=O)c1ccc(C(=O)N2CCCCC2)cc1
 : -3	-2	1	-19	1	14	·	0.1	-21[20 µM]
CCOC(=O)C1=C(CC)OC(N)=C(C#N)C1c1ccc(OC)c(C)c1OC (stereo unspecified)
 : 3	-1	7	-12	-2	13	-0.26	-0.5	-7
O=c1[nH]ncc(N2CCN(Cc3ccccc3)CC2)c1Cl
 : 1	-14	0	8	4	5	-0.57	1.4	-30
Cc1ccc(/C=N/NC(=O)CNC(=O)c2ccc(S(=O)(=O)N3CCCC3)cc2)o1
 : -1	-5	-1	-3	6	4	-0.41	-0.2	-13
COc1cccc(NS(=O)(=O)Cc2ccccc2)c1
 : 6	-2	7	-2	-1	18	-0.011	0.5	-15[20 µM]
Cc1cc(C)n(-c2c(F)c(F)c(COC(=O)c3ccccc3)c(F)c2F)n1
 : 0	-4	1	-9	3	8	-0.028	0.0	-14[20 µM]
O=C(CSc1ncccc1-c1nc2ccccc2[nH]1)N1CCCCC1
 : -3	4	1	5	-2	7	-0.024	-1.0	-17
O=c1c2sc3ccccc3c2[nH]c(=S)n1CCN1CCOCC1
 : -2	-6	10	-20	1	3	8.6*	-0.7	-8
CCOC(=O)C(CCc1nnc(N)s1)C(=O)OCC
 : 2	-9	0	-4	-4	-1	0.4	0.1	-18
COc1ccc(CCNC(=O)CCSc2nc(-c3ccco3)cc(C(F)(F)F)n2)cc1OC
 : -2	-3	18	-11	-1	24	-1.8	-0.4	-9[20 µM]
COc1ccc2[nH]c(=O)c(CN(Cc3cccs3)Cc3nnnn3C(C)(C)C)cc2c1
 : -4	-6	-4	-31	1	27	-0.07	-0.9	-14[20 µM]
Cc1cc(C)c[n+](-c2nc([O-])sc2C=O)c1
 : -2	-2	-4	1	-4	4	0.93	0.8	-17[20 µM]
Cc1nn(C)c(C(=O)NN)c1Cl
 : 1	-4	2	-3	-3	10	0.67	0.3	-21
NS(=O)(=O)c1ccc(S(=O)(=O)N(Cc2ccccc2F)CC2CCCO2)cc1 (stereo unspecified)
 : -3	-15	14	-13	-1	24	1.8	-0.7	-17
CCOC(=O)C1=C(C)N=C2SC(C)C(=O)N2C1/C=C/c1ccccc1OC (stereo unspecified)
 : 0	-1	0	-11	4	3	-1.3	-0.6	-12
C/C(=C\C(=O)c1cccnc1)Nc1ccc(O)cc1
 : 4	-6	-2	-14	13	-6	0.37	0.3	2[20 µM]
COC(=O)c1c(NC(=S)Nc2cc(OC)c(Cl)cc2OC)sc2c1CCCCC2
 : 1	-6	7	-18	4	19	6.9*	0.5	-6
CCCSc1nc(SCC(=O)NCc2ccccc2)c2c3c(sc2n1)COC(C)(CC)C3 (stereo unspecified)
 : 0	3	7	-9	0	20	1.8	-0.1	-9[20 µM]
CC(=O)Nc1ccc(S(=O)(=O)Nc2nccc(/C=C/c3ccccc3F)n2)cc1
 : 0	-6	-2	1	4	9	0.014	1.0	-24
CC1=C(C(=O)Nc2ccccc2)C(c2ccco2)NC(=O)N1 (stereo unspecified)
 : 6	1	5	-6	2	9	2.2	1.6	-11[20 µM]

The results go on.
Under each structure – Wee1 stabilizer	Thrombin inh	FXIa inh	hK5 inh	p97 ATPase inh	FXIIa inh	KCC2 mod	PERK inhibitor	Furin inh
O=C(NCc1ccccc1Cl)c1csc2c1CCCCC2
 : 2	-16	-4	-37	3	-12	0.28	0.5	-28[20 µM]
O=c1cccccc1NCc1ccccc1
 : -2	4	-1	2	4	5	0.13	0.6	-10[20 µM]
Cc1ccc(C2C(C(=O)c3ccco3)=C(O)C(=O)N2c2ncccn2)cc1 (stereo unspecified)
 : 0	-6	0	10	7	2	-0.74	0.5	3
CCOC(=O)N1CCN(CC(O)COCc2ccccc2)CC1 (stereo unspecified)
 : -2	5	11	-19	-6	24	0.3	0.7	-20[20 µM]
COC(=O)Cn1c(CCC(=O)O)ccc1-c1ccccc1
 : 0	-9	-1	-13	3	5	-2.4	0.9	-35
CCO[C@H]1OC(C(=O)O)=C[C@@H](c2ccc(C(F)(F)F)cc2)[C@@H]1CCCO
 : 1	-7	-2	0	-1	8	-0.34	0.0	-26
CC(C)(C)n1ncc2c(=O)n(CC(=O)N3CCN(c4ccccc4)CC3)cnc21
 : 0	1	1	-7	-3	2	1.1	-0.3	-18
O=[N+]([O-])c1ccc(C2=Nn3c(Cn4nnc5ccccc54)nnc3SC2)cc1
 : 3	1	2	1	7	7	-0.01	-1.6	-16
